PAD4 inhibition: human PAD4 inhibitors, primary screen, biochemical, fluorescence polarization (AID 463073) | recombinant PAD4, RFA probe fluorescence polarization; hits give high values | inhibition, % at 5 µM | hit rate 0.5% among 2,000;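 active means inhibition above 30%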;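 further: 0% = PAD4 with DMSO and 100% = wells lacking PAD4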
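System: recombinant PAD4. Amount: PAD4 at 2 µM in dispensed buffer, before additions. Doses: single 5 µM final compound concentration. Timing: 30 min 25 °C preincubation, 5 h 37 °C labeling. Benchmarks: wells lacking PAD4 as full-inhibition control. Repeats: single well per compound. Measured by: FP, ex 525 nm, em 598 nm.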
* marks the source's active call; other numbers are inactive results. Only part of the results is shown. The share of hits here may be higher or lower than overall.

How did C[C@]12CC[C@@H]3c4ccc(O)c(O)c4CC[C@H]3[C@@H]1CC[C@@H]2O do in these assays?
PAD4 inhibition: -5.1

Results for CC12CN3CC(C)(CN(C1)C31CCOCC1)C2=O ?
PAD4 inhibition: 0.4

Results for c1ccc(Cn2ccnc2)cc1 ?
PAD4 inhibition: -6.0

How did C=C1CC[C@@]2(O)[C@H]3Cc4ccc(O)c5c4[C@@]2(CCN3CC2CC2)[C@H]1O5 do in these assays?
PAD4 inhibition: 3.9

How did O=c1c2ccccc2nc(/C=C/c2ccc3c(c2)OCO3)n1-c1ccccc1 do in these assays?
PAD4 inhibition: 6.2

How did CC(C)[C@@]1(NC(=O)[C@@H]2C[C@@H]3c4cccc5[nH]cc(c45)C[C@H]3N(C)C2)O[C@@]2(O)[C@@H]3CCCN3C(=O)[C@H](Cc3ccccc3)N2C1=O do in these assays?
PAD4 inhibition: 4.7

How did CC[C@]12C=CCN3CCC4(c5cc(Br)c(OC)cc5N(C)C4[C@@](O)(C(=O)OC)[C@@H]1OC(C)=O)C32 (some centres undefined) do in these assays?
PAD4 inhibition: -0.4

Results for c1ccc2c(c1)OCC(C1=NCCN1)O2 (centres undefined) ?
PAD4 inhibition: 4.9

What do the screens show for `NCCc1ccc(O)cc1`?
PAD4 inhibition: -3.9

Part of the list above in order of formula weight, rising.
What do the screens show for `NCCc1ccc(O)cc1`?
PAD4 inhibition: -3.9

How did O=c1c2ccccc2nc(/C=C/c2ccc3c(c2)OCO3)n1-c1ccccc1 do in these assays?
PAD4 inhibition: 6.2

How did CC[C@]12C=CCN3CCC4(c5cc(Br)c(OC)cc5N(C)C4[C@@](O)(C(=O)OC)[C@@H]1OC(C)=O)C32 (some centres undefined) do in these assays?
PAD4 inhibition: -0.4

Pulled one by one from above, 2 records:
How did O=c1c2ccccc2nc(/C=C/c2ccc3c(c2)OCO3)n1-c1ccccc1 do in these assays?
PAD4 inhibition: 6.2

What do the screens show for `NCCc1ccc(O)cc1`?
PAD4 inhibition: -3.9

Bioassay records: PubChem BioAssay, The Scripps Research Institute Molecular Screening Center
